# Assay outcomes: PubChem, several laboratories
# STEP block: STEP phosphatase inhibitors, primary screen, biochemical, fluorescence intensity, uHTS; recombinant STEP, OMFP fluorogenic substrate; inhibition, % at 20 µM; 0.25% of 360,000 active; AID 588621, 2011;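 active = inhibition at 20 µM, scaled per plate between control wells, above about 37%, limit read from the data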;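 note: 0% = DMSO with enzyme and substrate and 100% = substrate only without enzyme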
#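 Assay system: isolated STEP enzyme. Buffer or medium: pH 6.0 Bis-Tris with DTT and Tween 20. Also added: fluorogenic phosphatase substrate OMFP at 25 µM final. Dosing: 20 µM, 1% DMSO. Timing: 20 min reaction, room temperature, in the dark. Measured by: fluorescence intensity, excitation 480 nm, emission 540 nm. Evaluation: normalized % inhibition.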
# SKN-1 block: suppressors of acrylamide-induced Pgst-4::GFP reporter in worms, primary screen, SKN-1 inhibitor project, whole organism, uHTS, GFP/RFP fluorescence ratio, strain VP596; C. elegans VP596 Pgst-4::GFP/RFP ratio, 24 h; inhibition, % at 21.8 µM; 0.49% of 360,000 active; AID 624304, 2012;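 active = interference check ratio from 0.5 to 1.5 plus GFP to RFP signal ratio inhibition reaching or exceeding a fixed threshold, cut at about 30% in these data, passing the limit was not always enough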; note: some compounds called inactive have numbers as strong as hits
# SUMO1 PPI mod: modulators of SUMO1 protein-protein interactions, primary screen, biochemical, uHTS. 0.33% of 360,000 active. inhibition, % at 20 µM. SUMO1 binding to a labelled peptide, TR-FRET, 1 h; in the data active = inhibition above about 37%
# Target sequence (P63165 whole entry, looked up): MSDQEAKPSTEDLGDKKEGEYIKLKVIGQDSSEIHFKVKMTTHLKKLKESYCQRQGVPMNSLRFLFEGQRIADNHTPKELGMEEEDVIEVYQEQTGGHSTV
# TbMetRS inhib: T. brucei MetRS inhibitors, primary screen, biochemical, luminescence. methionyl-tRNA synthetase (Trypanosoma brucei brucei). purified T. brucei MetRS, ATP depletion, Kinase-Glo luminescence. inhibition, % at 11.9 µM. 0.4% of 360,000 active. AID 624268, 2012;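 active = inhibition above a per-plate cutoff of the control wells' mean inhibition plus 3 SD, cut at about 5.5% in these data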;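 note: 0% = DMSO wells median and 100% = median of wells with control inhibitor compound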
#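 Measured by: Kinase-Glo luciferase luminescence reporting remaining unconsumed ATP. Material: purified T. brucei MetRS enzyme. Doses: 11.9 µM compound single dose, 0.9% DMSO. Medium: HEPES buffer containing pyrophosphatase, BSA, spermine, DTT. Times: 15 min preincubation, 2 h reaction, all 25 °C. Reagent: methionine, ATP and bulk E. coli tRNA.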
# LMPTP block: LMPTP phosphatase inhibitors, primary screen, biochemical, fluorescence intensity, uHTS; inhibition, % at 20 µM; recombinant LMPTP-A, OMFP fluorogenic substrate; Low molecular weight phosphotyrosine protein phosphatase (Homo sapiens), P24666; AID 651560, 2012; 0.22% of 360,000 active;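 active = compounds that cut the enzyme signal by at least half of the control window in the single-dose screen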;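 note: plate controls were DMSO wells with enzyme plus substrate for no effect and substrate without enzyme for full effect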
# Target sequence (P24666 whole entry, looked up): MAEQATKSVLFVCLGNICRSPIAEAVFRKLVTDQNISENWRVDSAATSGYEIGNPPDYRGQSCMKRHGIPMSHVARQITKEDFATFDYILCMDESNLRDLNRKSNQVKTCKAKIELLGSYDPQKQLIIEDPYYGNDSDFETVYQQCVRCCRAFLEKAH
#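 Test system: LMPTP-A phosphatase enzyme; input: 0.625 nM LMPTP-A final; reagent: OMFP substrate, 400 µM final; compound dosing: 20 µM single dose, 3% DMSO; incubation: 50 min dark incubation at room temperature; measured by: endpoint fluorescence intensity from OMFP dephosphorylation; measure: % inhibition relative to no-enzyme and uninhibited control wells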
# NadD inh: inhibitors of S. aureus NadD, primary screen, biochemical, colorimetric, uHTS; AID 602399, 2012; purified NadD enzyme, colorimetric absorbance read-out; 0.78% of 360,000 active; Nicotinate-nucleotide adenylyltransferase NadD (Staphylococcus aureus N315); inhibition, % at 20 µM; in the data active = inhibition above about 26%; note: some compounds past the cut are filed as inactive
# CendR NRP1 mod: modulators of CendR peptide binding to NRP-1, primary screen, biochemical, fluorescence polarization, uHTS; Neuropilin-1 (Homo sapiens), O14786; FAM-RPARPAR peptide binding to NRP-1; inhibition, % at 25 µM; 0.85% of 360,000 active; AID 602438, 2012;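 active = inhibition or corrected inhibition above about 18%, plus a signal ratio from 0.5 to 1.5, limit read from the data, passing the limit was not always enough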; note: strong numbers were not always called active
# Scp1 inh: Scp-1 phosphatase inhibitors, primary screen, biochemical, colorimetric, uHTS | Recombinant Scp1, phosphopeptide, malachite green phosphate absorbance | inhibition, % at 20 µM | 0.88% of 340,000 active | AID 493091, 2011;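 active = inhibition above about 50% at 20 µM, limit read from the data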;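 note: plate controls were DMSO wells with enzyme for no effect and wells lacking enzyme for full effect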
#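 Material – SCP-1 phosphatase catalytic domain, residues 76-261 · Buffer or medium – Acidic Tris acetate buffer with magnesium and detergent · Also added – Phospho 17-mer peptide substrate · Compound – single 20 µM dose, 1% DMSO · Times – 45 min room-temperature reaction, 5 min colour, 30 min stabiliser · Technique – Phosphate-binding colour reagent, absorbance read at 630 nm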
# Neddylation inh: inhibitors of cullin neddylation, primary screen, biochemical, TR-FRET, uHTS, NAE and Ubc12; calls only at 25 µM; NEDD8-conjugating enzyme Ubc12 (Homo sapiens) + NEDD8-activating enzyme E1 regulatory …; 0.58% of 360,000 active; in the data active = inhibition above about 36%
# Target sequence (P61081 whole entry, looked up): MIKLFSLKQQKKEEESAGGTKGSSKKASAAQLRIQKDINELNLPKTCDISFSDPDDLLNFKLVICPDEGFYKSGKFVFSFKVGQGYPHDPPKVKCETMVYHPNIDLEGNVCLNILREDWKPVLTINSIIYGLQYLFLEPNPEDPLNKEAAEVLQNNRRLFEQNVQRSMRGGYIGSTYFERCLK
# Target sequence (Q13564 whole entry, looked up): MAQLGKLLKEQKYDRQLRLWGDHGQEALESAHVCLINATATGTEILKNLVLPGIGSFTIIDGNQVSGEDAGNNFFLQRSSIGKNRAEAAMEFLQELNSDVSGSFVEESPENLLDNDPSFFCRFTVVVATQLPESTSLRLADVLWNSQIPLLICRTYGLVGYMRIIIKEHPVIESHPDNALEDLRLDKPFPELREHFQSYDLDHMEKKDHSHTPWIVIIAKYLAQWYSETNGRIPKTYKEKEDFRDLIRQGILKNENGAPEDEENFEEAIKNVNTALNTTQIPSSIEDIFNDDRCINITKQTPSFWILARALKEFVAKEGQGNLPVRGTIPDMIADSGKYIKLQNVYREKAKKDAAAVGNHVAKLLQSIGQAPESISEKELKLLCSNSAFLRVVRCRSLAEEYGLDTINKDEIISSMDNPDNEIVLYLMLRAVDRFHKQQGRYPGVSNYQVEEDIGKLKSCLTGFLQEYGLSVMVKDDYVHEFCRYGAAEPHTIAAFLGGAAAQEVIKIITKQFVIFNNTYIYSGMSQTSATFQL
# DNMT1 inh: human DNMT1 methyltransferase inhibitors, primary screen, biochemical, molecular beacon, fluorescence, HinP1I cleavage, uHTS. DNA (cytosine-5)-methyltransferase 1 (Homo sapiens), P26358. inhibition (reported as % activation of signal), % at 10 µM. 0.83% of 360,000 active. AID 588458, 2011; in the data active = inhibition above about 50%
# Numbers without * were called inactive; i = inactive; · = no result given.
SMILES,STEP block,SKN-1 block,SUMO1 PPI mod,TbMetRS inhib,LMPTP block,NadD inh,CendR NRP1 mod,Scp1 inh,Neddylation inh,DNMT1 inh
Cc1nc2ccccc2n1C1CCN(CC(=O)Nc2ccccc2Br)CC1,-1,5,-1,-1.2,15,-11,6,-1,i,4
COCCC(=O)N1CCC(Oc2ccc(C(=O)N(C)CCCC3CCCC3)cc2)CC1,-1,5,-1,-0.8,-1.7,7,0,1,i,23
O=C1CSC(c2cccc([N+](=O)[O-])c2)N1Cc1ccccc1 (stereo not drawn),-3,-23,-15,-0.3,-1.8,-5,9,-11,i,0
CC1(C)CC(=O)C/C(=N/NC(=O)COc2ccc(Cl)cc2Cl)C1,-2,-11,0,-0.3,-0.3,4,-2,-5,i,-6
CC(C)NC(=O)c1ccc(CS(=O)(=O)c2ccc(Br)cc2)o1,7,4,5,-0.9,-0.4,-1,4,-8,i,-1
Cc1nc2cc(OCc3cc(C(=O)NC(C)c4cn(C)nc4C)no3)ccc2s1 (stereo not drawn),0,6,2,-0.4,0.1,2,8,-11,i,0
Cc1ccc(C)c(NC(=O)CCN2CCCC(C)C2)c1 (stereo not drawn),-1,14,-1,-0.5,-2.0,0,5,-6,i,4
O=C1CC(c2cccc(Cl)c2)c2cc3c(cc2N1)CCC3 (stereo not drawn),1,15,-2,-0.4,2.9,-2,10,-10,i,-3
O=C(NCCC1=CCCCC1)C1CCCN(S(=O)(=O)c2ccc(F)cc2)C1 (stereo not drawn),-1,1,-3,-1.0,1.5,-8,3,-15,i,-1
COc1ccc(CNC(=O)c2ccc3c(=O)n(-c4ccccc4)c(=O)[nH]c3c2)cc1,-3,18,1,-0.1,0.2,-3,0,-2,i,3
O=c1[nH][nH]c2ccccc2c1=O,19,9,4,1.8,9.7,-1,-2,31,i,7
O=C(NCc1ccc(F)cc1)C(=O)Nc1nc(C23CC4CC(CC(C4)C2)C3)cs1,2,-5,0,-0.7,1.9,9,-1,5,i,10
COc1ccc(CSCC(=O)Nc2ccc(S(=O)(=O)N3CCCCCC3)cc2)cc1,3,6,-2,0.0,2.8,-14,2,-15,i,-1
CCN1CCN(c2ncnc3c2sc2nc(N4CCOCC4)c4c(c23)CCC4)CC1,0,14,1,-0.4,0.1,0,-7,0,i,1
CC(C)c1c(O)nc(SCC(=O)N2CCCCC2)[nH]c1=O,-1,5,2,-0.1,-0.1,-3,3,-7,i,1
Cc1ccc(NC(=O)CSc2ccc3nnc(-c4ccccn4)n3n2)cc1,0,8,2,0.0,-1.1,1,9,1,i,-1
O=C(N/N=C/c1ccc2c(c1)OCO2)c1cccc2ccccc12,0,23,-4,0.1,0.2,1,30*,-10,i,-3
CCOc1ccc(N(CC(=O)NCc2ccco2)C(=O)CCC(=O)Nc2ccccn2)cc1,-2,-18,8,-0.6,-1.2,-4,5,-8,i,-1
C(=N\N(Cc1ccccc1)c1ccccc1)/c1cccnc1,-2,4,-4,-0.3,5.6,5,-2,5,i,1
CC(C)CCC(C)N=Cc1c(O)n(Cc2ccccc2)c(=O)c2ccccc12 (stereo not drawn),4,-26,-2,-0.8,4.5,-6,-10,-2,i,-12
CCOC(=O)CSc1n[nH]c(NC(=O)c2ccccc2)n1,-1,10,3,-0.2,-0.9,-1,-6,-4,i,1
O=[N+]([O-])c1ccc(N=Cc2ccc(Br)c([N+](=O)[O-])c2)cc1,2,3,-20,-0.1,0.3,-1,-5,-7,i,1
Cc1ccc2oc(=O)c3cc(C(=O)NCCCN4CC(C)CC(C)C4)sc3c2c1 (stereo not drawn),3,-15,-46,-0.7,1.4,-7,0,-8,i,4
COCCn1cnnc1SCC(=O)Nc1cc(OC)c([N+](=O)[O-])cc1C,3,-1,-5,3.3,1.4,-3,5,0,i,0
COc1ccc(NC(=O)C(=O)c2cn(CC(=O)N3CCCC3)c3ccccc23)cc1,-3,15,-18,-0.4,-1.6,0,11,-8,i,-4

# CendR NRP1 mod, entries above that show a hit
Structure,SKN-1 block,SUMO1 PPI mod,TbMetRS inhib,LMPTP block,NadD inh,CendR NRP1 mod,Scp1 inh,Neddylation inh,DNMT1 inh
O=C(N/N=C/c1ccc2c(c1)OCO2)c1cccc2ccccc12,23,-4,0.1,0.2,1,30*,-10,i,-3

# Compound profiles, from the list above. Screens in order: STEP block	SKN-1 block	SUMO1 PPI mod	TbMetRS inhib	LMPTP block	NadD inh	CendR NRP1 mod	Scp1 inh	Neddylation inh	DNMT1 inh
# `O=C1CSC(c2cccc([N+](=O)[O-])c2)N1Cc1ccccc1` (stereo not drawn) as listed: -3	-23	-15	-0.3	-1.8	-5	9	-11	i	0
# `CC1(C)CC(=O)C/C(=N/NC(=O)COc2ccc(Cl)cc2Cl)C1` as listed: -2	-11	0	-0.3	-0.3	4	-2	-5	i	-6
# `CC(C)NC(=O)c1ccc(CS(=O)(=O)c2ccc(Br)cc2)o1` as listed: 7	4	5	-0.9	-0.4	-1	4	-8	i	-1
# `O=C1CC(c2cccc(Cl)c2)c2cc3c(cc2N1)CCC3` (stereo not drawn) as listed: 1	15	-2	-0.4	2.9	-2	10	-10	i	-3

# (next part)
SMILES,STEP block,SKN-1 block,SUMO1 PPI mod,TbMetRS inhib,LMPTP block,NadD inh,CendR NRP1 mod,Scp1 inh,Neddylation inh,DNMT1 inh
Cc1nc(N2CCC3(CC2)OCCO3)c2nnn(Cc3ccccc3F)c2n1,3,-3,4,-0.1,-1.1,1,-4,3,i,1
O=C(Cc1cccs1)N=Nc1c(O)[nH]c2ccc(Br)cc12,-1,-1,-20,0.7,2.4,-2,-4,1,i,-5
CN1CCC(N(C)C(=O)c2ccc(Cl)c(S(=O)(=O)N3CCOCC3)c2)CC1,-1,11,0,-0.3,-8.5,2,4,7,i,2
COc1cc(C2=NOC(C(=O)NCc3ccc(F)cc3)C2)cc(OC)c1OC (stereo not drawn),1,-5,-2,-0.6,-0.9,-3,0,-2,i,-1
C=CCn1c(=NC(=O)c2ccco2)sc2cc(C(=O)OC)ccc21,3,0,3,-1.3,2.0,-9,-7,6,i,6
Clc1ccc(C[n+]2cc(-c3ccccc3)n3c2CCC3)cc1Cl,0,-5,33,-0.1,1.0,0,-3,11,i,3
O=C(O)C1CCN(S(=O)(=O)c2cccc3cccnc23)CC1,1,12,5,-0.3,-0.5,-13,0,-1,i,2
O=C1CCCC2=C1C(c1ccncc1)n1c(nc3ccccc31)N2 (stereo not drawn),-4,4,5,-0.7,2.4,1,7,-9,·,0
Cc1ccccc1C(=O)c1cccn1CC(=O)NC(C)c1ccc2c(c1)OCCO2 (stereo not drawn),0,6,1,-0.1,-0.7,0,6,-6,i,0
COC(=O)NC(=S)Nc1ccc(Oc2ccc(Cl)cc2Cl)c(Cl)c1,6,9,3,0.1,5.0,7,-9,3,i,-6
O=[N+]([O-])c1ccc(O)c(C=NN2CCCCC2)c1,0,15,-13,-0.1,-2.2,-5,0,·,i,2
CCCCCCCCNCCS(=O)(=O)NCc1ccccc1,0,-9,-3,-0.4,-1.2,-10,9,-2,i,1
CCCCN1C(=O)C(CC(=O)NC2CCCC2)CC(C(=O)N(CC)CC)=C1C (stereo not drawn),-2,-12,-1,-0.2,-0.6,-1,6,·,i,5
O=C(C1CCCN(c2ncnc3c2nc2n3CCCCC2)C1)N1CCN(c2cccc(Cl)c2)CC1 (stereo not drawn),1,16,10,-0.4,1.7,-4,1,2,i,-3
CCOC(=O)c1c(C)[nH]c(C(=O)N2CCN(CC)CC2)c1C,-1,1,2,-0.8,-0.6,-3,-8,4,i,-1
CC1Oc2ccccc2N(CC(=O)NCc2ccccc2)C1=O (stereo not drawn),-3,1,1,0.8,0.5,-1,2,9,i,9
Cc1cc(N2C(=O)C3CC=CC(C)C3C2=O)no1 (stereo not drawn),2,-11,1,-0.5,1.1,1,-5,5,i,1
CCOC(=O)N1CCN(CC(O)COc2c(C)cccc2C)CC1 (stereo not drawn),-2,9,6,0.1,-1.2,0,2,-1,i,5
COc1cccc(CCC(=O)Nc2cc3c(cc2C(=O)O)OCCCO3)c1OC,-2,4,4,-0.3,-1.7,-7,3,-8,i,4
O=C(c1ccco1)N1CCN(C23CC4CC(CC(C4)C2)C3)CC1,-3,-14,7,-0.3,0.2,3,11,-10,i,-2
O=C(CSc1ccc2c(c1)OCCO2)Nc1cccnc1Cl,-2,-2,3,-0.8,-1.6,-2,-3,-6,i,1
Cc1ccc(NC(=O)c2sc3nc(C)nc(N4CCN(c5ccccn5)CC4)c3c2C)c(C)c1,0,-6,-24,-0.9,3.7,12,5,-4,i,-5
CSc1ccc(-c2nc(CSCC(=O)NCCCN3CCOCC3)c(C)o2)cc1,2,-4,-4,-1.2,-2.0,-4,14,2,i,0
FC(F)(F)c1ccc(-c2csc(-c3ccno3)n2)cc1,2,44*,-10,-0.7,2.1,-2,-7,-22,i,4
CS(=O)(=O)c1ccc(C(=O)NCC2(N3CCCCC3)CCCCC2)cc1,6,6,1,0.2,1.2,5,4,-4,i,0

# Remaining list, next part
SMILES,STEP block,SKN-1 block,SUMO1 PPI mod,TbMetRS inhib,LMPTP block,NadD inh,CendR NRP1 mod,Scp1 inh,Neddylation inh,DNMT1 inh
CCCCOC(=O)CCN1C(=O)/C(=C2\SC(=S)N(CCC(=O)OCCCC)C2=O)SC1=S,0,-3,-7,-0.3,0.1,3,28*,3,i,-5
CCS(=O)(=O)c1ccc2c(c1)N(S(C)(=O)=O)CC(C(=O)NCc1ccccc1OC)O2 (stereo not drawn),-2,10,-1,0.0,0.5,-1,-1,-2,i,8
CC(C)NCC(O)COc1ccc(COCCOC(C)C)cc1 (stereo not drawn),-1,-5,-2,-0.6,-0.3,-2,1,-1,i,0
Cc1cc(SCCOc2ccccc2)nc(N)n1,0,-17,1,0.0,0.4,2,15,-11,i,-1
O=c1c2ccccc2[nH]c2ccccc12,2,12,-19,0.9,-0.6,4,-3,7,·,16
COc1ccc(OC)c(CN2CCN(C(=O)CCNC(=O)c3ccc(Br)cc3)CC2)c1,-4,7,8,-0.5,1.0,-1,12,7,i,3
